High-throughput results (PubChem BioAssay)
TEAD-YAP inh: TEAD-YAP interaction inhibition | HEK-TIYL cells, TEAD-Gal4/YAP UAS-luciferase luminescence | inhibition, % at 9.12 µM | 640,000 compounds, 1.4% hits | AID 1259422; in the data active means inhibition above about 32%;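 further: 0% = median of test compound wells and 100% = reference inhibitor wells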
FBW7 activator: human FBW7 E3 ligase activation, primary screen; normalized activity (activation), % at 26.1 µM; 650,000 compounds, 0.13% hits; Q969H0; AlphaScreen FBW7–phospho-cyclin E peptide binding, activator screen; in the data active means normalized activity above about 1.9%;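 further: purified mutant Fbw7 with reduced substrate affinity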
GPR151 activ: activators of human GPR151 | 650,000 compounds, 1% hits | AID 1508602 | Q8TDV0 | activation, % at 11.2 µM | PathHunter beta-arrestin GPR151 cells, luminescence; in the data active means activation above about 4.9%;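 further: 0% = median of compound wells and 100% = cells with positive control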
Target sequence (Q8TDV0 whole entry, looked up): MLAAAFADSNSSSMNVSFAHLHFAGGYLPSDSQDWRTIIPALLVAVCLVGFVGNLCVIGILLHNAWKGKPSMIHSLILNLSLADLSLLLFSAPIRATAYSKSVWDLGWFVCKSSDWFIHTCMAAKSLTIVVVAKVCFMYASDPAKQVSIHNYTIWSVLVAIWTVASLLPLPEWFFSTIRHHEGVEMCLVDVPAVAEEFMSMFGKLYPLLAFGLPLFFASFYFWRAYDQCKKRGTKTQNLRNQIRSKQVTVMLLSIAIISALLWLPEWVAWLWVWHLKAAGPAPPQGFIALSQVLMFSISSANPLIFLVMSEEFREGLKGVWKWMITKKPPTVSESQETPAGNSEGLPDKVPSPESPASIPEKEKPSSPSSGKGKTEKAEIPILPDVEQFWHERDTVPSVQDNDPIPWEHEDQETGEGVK
MITF inh: human MITF inhibition, primary screen; O75030; AlphaScreen MITF homodimerization, bead proximity signal; inhibition, % at 2.6 µM; 650,000 compounds, 0.91% hits; in the data active means inhibition above about 50%;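 further: 0% = vehicle wells with protein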
Target sequence (O75030 whole entry, looked up): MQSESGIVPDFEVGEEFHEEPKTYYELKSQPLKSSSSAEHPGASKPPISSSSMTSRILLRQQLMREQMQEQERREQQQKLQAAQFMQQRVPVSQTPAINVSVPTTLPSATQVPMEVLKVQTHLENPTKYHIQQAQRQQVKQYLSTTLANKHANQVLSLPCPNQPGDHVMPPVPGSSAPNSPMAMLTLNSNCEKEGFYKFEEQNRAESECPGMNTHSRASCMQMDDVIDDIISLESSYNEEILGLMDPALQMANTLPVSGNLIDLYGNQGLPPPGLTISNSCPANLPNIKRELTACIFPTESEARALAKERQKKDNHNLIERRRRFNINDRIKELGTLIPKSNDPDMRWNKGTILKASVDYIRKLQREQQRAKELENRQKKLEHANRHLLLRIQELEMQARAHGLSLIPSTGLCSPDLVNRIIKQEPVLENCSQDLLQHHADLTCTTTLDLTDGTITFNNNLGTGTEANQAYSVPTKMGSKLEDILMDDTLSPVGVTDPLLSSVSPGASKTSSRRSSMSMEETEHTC
* = called active by the depositor; & = joins results of further samples.

SMILES | TEAD-YAP inh | FBW7 activator | GPR151 activ | MITF inh
OC(c1ccccc1)c1c[nH]c2ccc(-c3ccncc3)cc12 (configuration not stated) | 18 | 0.1 | -0.4 | 0
COc1ccc(Nc2ncnc3sc4c(c23)CCC(C)C4)cc1 (configuration not stated) | 3&-4 | 0.1&0.2 | 0.5&-0.1 | 11&-24
O=C(C1CCN(S(=O)(=O)c2cccc3nsnc23)CC1)N1CCOCC1 | -5 | 0.0 | -0.9 | 9
COc1ccc(NC(=O)C/C(C)=N/NC(=O)COc2ccccc2C)cc1 | -11 | 0.0 | -1.0 | 7
CC1=C(C(=O)OCCOc2ccccc2)C(c2ccc(F)cc2)C2=C(CC(c3ccccc3)CC2=O)N1 (configuration not stated) | 17 | 0.3 | 0.7 | -15
O=C(C1CC(=O)N(c2ccc(OCc3ccc(Cl)cc3)cc2)C1)N1CCN(c2ccc([N+](=O)[O-])cc2)CC1 (configuration not stated) | 9 | 0.2 | 0.2 | 7
CCC(=O)Nc1nnc(SCC(=O)N2c3ccccc3CC2C)s1 (configuration not stated) | -7 | 0.1 | 2.0 | 7
COc1ccc(OC)c(CN2CCC3(CCC(CNC(=O)c4ccco4)O3)CC2)c1 (configuration not stated) | 3 | -0.1 | 0.4 | 7
Cc1cnc(-c2ccc(C(N)=O)cc2)nc1NCc1nc2ccccc2[nH]1 | -5 | 1.1 | -0.4 | 19
COCCNC(=O)c1ccccc1NS(=O)(=O)c1ccc(OC)c(C)c1 | 8 | -0.2 | -0.1 | 5
O=C1[C@@H]2C[C@H](NCc3ccc(F)cc3F)CN2C(=O)[C@@H]2CCCN12 | 1 | 0.1 | -0.3 | 17
O=C(Oc1ccc([N+](=O)[O-])cc1)c1cccnc1 | -9 | 0.0 | -0.4 | -6
Cn1cccc1/C=C(/NC(=O)c1ccccc1)C(=O)NCCc1cnc[nH]1 | 5 | -0.1 | 0.3 | -6
O=C1c2cccc([N+](=O)[O-])c2C(=O)N1c1ccc(Oc2ccc(Cl)cc2)cc1 | 6 | 0.0 | -0.8 | 4
O=C(Nc1ccc2c(c1)Cc1ccccc1-2)c1ccncc1 | -42 | 0.2 | -0.2 | 4
Cc1cc(C)cc(-n2c(SCC(=O)Nc3nc(C)cs3)nnc2-c2cccnc2)c1 | 6 | -0.2 | 1.5 | 2
COc1cc(NC(=O)c2cccc(-c3ccc(C(=O)N4CCN(C)CC4)cc3)n2)cc(OC)c1OC | 8 | -0.1 | 0.1 | -2
COC(=O)c1cccc(NC(=O)c2ccccc2C)c1 | 3 | 0.0 | 2.2 | -2
Cc1ccc(F)cc1NS(=O)(=O)c1ccc(Cl)cc1F | -3 | -0.1 | 1.1 | 8
CC(C(=O)N1CCOCCOCCN(C(=O)C(C)N2C(=O)c3ccccc3C2=O)CCOCCOCC1)N1C(=O)c2ccccc2C1=O (configuration not stated) | 2 | 0.9 | 0.2 | 17
Cc1ccc(/C=N/NC(=O)c2cccc(Cl)c2)cc1 | -20 | 0.0 | -1.2 | 8
CC(=O)N1CCN(c2nc(C(C)(C)C)nc3c2nnn3Cc2ccccc2)CC1 | -9 | -0.1 | -0.7 | 2
Cc1nn(C)cc1-c1nc2cnccn2c1NCc1ccc2c(c1)OCO2 | 8 | 0.1 | 1.3 | 5
S=C(NCCCN1CCOCC1)Nc1ccc(Cl)cc1 | 8 | 0.0 | 0.3 | -10
Cn1cccc1CC(=O)N/N=C\c1c(Cl)cccc1Cl | 5 | -0.1 | 0.0 | 12
CC(=O)N1C(C(=O)O)CSC1c1ccc(F)cc1 (configuration not stated) | 9 | 0.2 | 0.0 | 27
CCc1noc(C)c1C(=O)NCCN1Cc2cc(OC)ccc2OC(CC)C1 (configuration not stated) | 9 | 0.6 | -1.1 | 18
COc1ccc2nc(Nc3nc(-c4cccnc4)cs3)sc2c1 | 4 | -0.1 | 0.0 | 14
CC1CCCC(C)N1C(=O)c1cc2nc(-c3ccc(Cl)c(Cl)c3)cc(C(F)(F)F)n2n1 (configuration not stated) | 1 | -0.1 | -1.2 | -1
COc1cccc(-c2nc(C=Nc3cccc(C)c3)c(O)o2)c1 | -1 | 0.0 | 2.4 | -4

Five compounds drawn at random from those above, as already listed:
SMILES | TEAD-YAP inh | FBW7 activator | GPR151 activ | MITF inh
CC(=O)N1CCN(c2nc(C(C)(C)C)nc3c2nnn3Cc2ccccc2)CC1 | -9 | -0.1 | -0.7 | 2
CC(=O)N1C(C(=O)O)CSC1c1ccc(F)cc1 (configuration not stated) | 9 | 0.2 | 0.0 | 27
Cc1ccc(/C=N/NC(=O)c2cccc(Cl)c2)cc1 | -20 | 0.0 | -1.2 | 8
Cc1nn(C)cc1-c1nc2cnccn2c1NCc1ccc2c(c1)OCO2 | 8 | 0.1 | 1.3 | 5
CC1CCCC(C)N1C(=O)c1cc2nc(-c3ccc(Cl)c(Cl)c3)cc(C(F)(F)F)n2n1 (configuration not stated) | 1 | -0.1 | -1.2 | -1

Remaining list, next part
SMILES | TEAD-YAP inh | FBW7 activator | GPR151 activ | MITF inh
Cc1cccc(N2CCN(C(=O)CCC(=O)N3CC(C)Oc4ccccc43)CC2)c1C (configuration not stated) | -2 | -0.2 | 0.1 | 0
COCCNC(=O)/C(C#N)=C/c1c(C)n(Cc2ccccc2C#N)c2ccccc12 | 3 | -0.2 | -0.4 | -5
COC(=O)c1ccc(Cn2nc([N+](=O)[O-])c(Cl)c2C)cc1 | -2 | -0.1 | -0.6 | 20
CCOc1cccc(C2CC(c3ccc(C)cc3)=NC(c3cc(Br)ccc3OC)N2)c1O (configuration not stated) | -38 | 0.0 | 0.6 | 4
CC12C(=O)N(c3cc(Cl)c(Cl)c(Cl)c3)C(=O)C1C1C=CC2C1 (configuration not stated) | 3 | 0.1 | -1.1 | 8
CCOC(=O)C1=C(C)N=c2s/c(=C/c3ccc(N(CC)CC)o3)c(=O)n2C1c1ccc(OC)cc1OC (configuration not stated) | -5 | 0.1 | -0.8 | 12
CCC(C(=O)N1CCN(Cc2ccccc2)CC1)c1ccccc1 (configuration not stated) | -14 | -0.1 | -0.6 | 3
CCOCCCNC(=O)CSc1nc2nc(C)c(Cc3ccccc3Cl)c(C)n2n1 | 1 | -0.1 | 1.0 | -11
O=C(CSc1nnc2c(n1)[nH]c1ccccc12)c1ccccc1 | 3 | 0.1 | 0.8 | 3
O=C(CNC(=O)c1c[nH]c2ccccc12)NCc1ccccc1Cl | -1 | -0.2 | 0.5 | 3
CCC1CCCCN1C(=O)c1sc2nc(C)cc(C)c2c1N (configuration not stated) | -3 | 0.2 | 1.7 | 2
Cc1cnc(C)c(-c2ccc3c(c2)CC(CNC(=O)CC2=CCCCC2)O3)n1 (configuration not stated) | -3 | 0.1 | -1.3 | 11
c1cc(-n2cnc3c(Nc4ccc5c(c4)OCO5)nc(N4CCC(N5CCOCC5)CC4)nc32)cs1 | 19 | -0.3 | -1.0 | 14
COc1ccc(C(=O)Nc2nc(-c3cc4cccc(OC)c4o3)cs2)cc1 | 2 | -0.1 | 1.4 | 9
Nc1cc(C(=O)O)ccc1NCCO | 1 | -0.1 | -3.8 | 6
Cc1ccccc1C(=O)Nc1ccc2nc(SCC(=O)NCC3CCCO3)sc2c1 (configuration not stated) | 1 | 0.3 | -2.0 | -4
O=c1c2c3c(sc2ncn1CCCc1ccncc1)CC(NCc1ccccc1)CC3 (configuration not stated) | -11 | -0.3 | 0.5 | 17
C=C1C(C(=O)Nc2ccc3ccccc3c2)C1C(=O)Nc1ccc2ccccc2c1 (configuration not stated) | 4 | 0.0 | -0.7 | -1
O=C(c1ccco1)N1CCC[C@H](Cn2nc(-c3cccs3)ccc2=O)C1 | -7 | 0.4 | -1.0 | 17
CCOC(=O)c1sc2nc(SCc3cccc([N+](=O)[O-])c3)n(Cc3ccccc3)c(=O)c2c1C | -8 | -0.1 | -0.1 | -10
COCCNC(=O)CSC1=Nc2ccccc2C2=NC(Cc3ccccc3)C(=O)N12 (configuration not stated) | -6 | 0.0 | -1.0 | 2
O=C1C2C3c4ccccc4C(c4ccccc43)C2C(=O)N1n1cnnc1 (configuration not stated) | 4 | -0.1 | 3.1 | -2
O=C(c1ccc(F)cc1F)N1CCN(c2nc(-c3ccccc3)cs2)CC1 | -4 | -0.2 | -0.7 | 3
O=C(CSc1nc2c([nH]c3ccccc32)c(=O)n1-c1ccc(Cl)cc1)NCC1CCCO1 (configuration not stated) | 1 | 0.8 | -1.2 | 2
CCCS(=O)(=O)NCCc1cc2cc(C)c(C)cc2[nH]c1=O | -3 | -0.3 | 1.5 | 3
Cc1ccc(-c2nc3c(C)cccc3o2)cc1N | -50 | 0.0 | -5.8 | 21
O=c1cc(CO)oc(C(c2ccc3c(c2)OCO3)c2oc(CO)cc(=O)c2O)c1O | -3 | -0.5 | 1.0 | -29
CCN(CC)c1ccc(/C=N\NC(=O)Cc2cccn2C)c(O)c1 | -1 | -0.2 | -0.4 | 12
CC(=O)C1=C(C)OC(N)=C(C#N)C1c1ccc(F)cc1 (configuration not stated) | 0 | -0.1 | 2.1 | -11
O=C1/C(=C/c2c[nH]c3ccccc23)Sc2ccccc21 | -33 | -0.1 | 2.9 | 3

A different layout for part of the listing above.
O=C1/C(=C/c2c[nH]c3ccccc23)Sc2ccccc21
  TEAD-YAP inh = -33	FBW7 activator = -0.1	GPR151 activ = 2.9	MITF inh = 3

COc1ccc(OC)c(CN2CCC3(CCC(CNC(=O)c4ccco4)O3)CC2)c1 (configuration not stated)
  TEAD-YAP inh = 3	FBW7 activator = -0.1	GPR151 activ = 0.4	MITF inh = 7

Copied from the list:
MITF inh result of `O=C(c1ccc(F)cc1F)N1CCN(c2nc(-c3ccccc3)cs2)CC1` reads 3
FBW7 activator result of `CC(=O)C1=C(C)OC(N)=C(C#N)C1c1ccc(F)cc1` (configuration not stated) reads -0.1
MITF inh result of `CCN(CC)c1ccc(/C=N\NC(=O)Cc2cccn2C)c(O)c1` reads 12
MITF inh result of `O=c1cc(CO)oc(C(c2ccc3c(c2)OCO3)c2oc(CO)cc(=O)c2O)c1O` reads -29
TEAD-YAP inh result of `Cc1ccc(-c2nc3c(C)cccc3o2)cc1N` reads -50

The list continues.
SMILES | TEAD-YAP inh | FBW7 activator | GPR151 activ | MITF inh
Cc1c(Cl)cccc1NC(=S)N1CCN(C(=O)C2CCCO2)CC1 (configuration not stated) | -6 | 0.4 | 3.3 | 10
CCOC(=O)c1c(NC(=O)c2ccccc2C)sc(C(=O)OC)c1C | -7 | 0.3 | -0.4 | 14
O=C(O)CCN1C(=O)S/C(=C\c2ccc(Cl)cc2)C1=O | 0 | -0.1 | 1.6 | 3
COc1ccc(NC(=O)CSCc2cc(=O)[nH][nH]2)cc1 | -2 | -0.6 | -0.2 | -10
CCOC(=O)NC(=O)COC(=O)[C@H](C)N=C1NS(=O)(=O)c2ccccc21 | 3 | -0.1 | 0.0 | 12
Cc1ccc(C2CC(C(F)(F)F)n3nc(C(=O)Nc4cc(Cl)ccc4O)cc3N2)cc1 (configuration not stated) | -2 | -0.1 | 1.2 | 5
Cc1cccc(NC(=O)c2cnn(-c3ccccc3)c2NC(=O)c2ccccc2)c1 | 1 | -0.1 | 0.6 | -3
CC1CCc2nc(NC(=O)CSc3nc4ccccc4o3)sc2C1 (configuration not stated) | 67* | -0.1 | 2.0 | 1
COC(=O)Cn1c(=O)c2c(nc3n(-c4ccccc4OC)c(C)cn23)n(C)c1=O | 0 | -0.2 | -1.7 | 2
Cc1ccc(CSc2nc(C)cc(SCC(=O)N3CCOCC3)n2)cc1 | -12 | 0.7 | -0.3 | 1
O=C(Nc1ccc(Br)cc1)C1CC(=O)N(c2ccccc2)C1 (configuration not stated) | 8 | 0.0 | -0.6 | 6
Cc1ccc(N(CC(=O)NC2CCCC2)S(=O)(=O)c2ccc(F)cc2)cc1 | 4 | 0.0 | 0.8 | -4
Cc1cccc(NC(=O)CCN2CCC(C(N)=O)CC2)c1 | 5 | -0.3 | 0.7 | 1
COc1cc(C(C)=Nc2c(C)n(C)n(-c3ccccc3)c2=O)cc(O)c1OC | 2 | 0.0 | 5.4* | 11
CCC(C)C(=O)Nc1nnc(SCC(=O)N(C(C)C)C(C)C)s1 (configuration not stated) | 1 | -0.1 | 1.8 | -3
CCOc1ccc(C2c3c(n(C)c(=O)n(C)c3=O)N=C3c4ccccc4C(=O)C32)cc1 (configuration not stated) | 11 | 0.0 | -0.5 | 3
COc1ccc(Cc2nnc(N(C)c3ccccc3)[nH]c2=O)cc1 | 8 | 0.1 | 1.5 | 3
O=C1C=C(c2ccccc2)C[C@H](c2cccs2)[C@H]1n1nnc([N+](=O)[O-])n1 | 5 | -0.1 | -0.2 | 13
O=C(NC1(c2ccc3c(c2)OCO3)CCCC1)c1cncc(O)c1 | -10 | 0.9 | -1.2 | 22
COc1cccc(NC(=O)Cn2c(=O)oc3cc(Cl)ccc32)c1 | -6 | 1.0 | -0.6 | 18
CCOC(=O)c1ccoc1CN1CCN(c2cccc(C)c2C)CC1 | 2 | 0.3 | 0.0 | 6
Nc1ccc2nc(SCc3cccc(F)c3)sc2c1 | -66 | 0.3 | 0.9 | 9
COC(=O)c1ccc(NC(=O)CSc2nc3[nH]ncc3c(=O)[nH]2)cc1 | 5 | -0.2 | 0.0 | -17
O=C(Nc1ccc(Oc2ccccc2)cc1)c1cccc(S(=O)(=O)N2CCOCC2)c1 | 34* | -0.1 | 0.7 | 3
CC1=NN(Cc2ccccc2)C(=O)/C1=C\c1ccc(N(C)C)cc1 | -1 | -0.9 | -0.1 | 7
COc1cccc(NC(=O)CCNC(=O)Cn2cnc3ccccc3c2=O)c1 | 0 | 0.0 | 0.0 | -8
